# aSyn 5UTR inh: MLPCN primary screen, SNCA 5' untranslated region; alpha-synuclein 5'UTR reporter, inhibitor activity; inhibition, % (tested at 7.5 µM); 300,000 tested, 0.82% active; AID 1813, 2009; in the data active means inhibition above about 60%; inconclusive means no clear call, values can overlap the other calls;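 further: H4 neuroglioblastoma cells stably carrying SNCA 5'UTR luciferase fusion; 0% = DMSO wells and 100% = positive control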
# IEC-6 tox: cytotoxicity in IEC-6 intestinal epithelial cells, primary screen, cytotoxicity control for KLF5 inhibitor project, cell-based, luminescence | inhibition, % at 5 µM | AID 1825, 2009 | IEC-6 cytotoxicity, luminescence viability | 290,000 tested, 0.78% active; in the data active means inhibition above about 22%;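 further: 0% = plate median of test compound wells and 100% = cytotoxic reference compound wells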
# HSF1 inh: HSF1 inhibitors in luciferase reporter cells, primary screen, cell-based, NIH3T3, luminescence; AID 2098, 2009; 300,000 tested, 0.77% active; activity change, negative = inhibition, % at 7.5 µM (by protocol); NIH3T3-HGL HSE-luciferase, MG132-induced, luminescence 8 h; active compounds read low;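 active means more than half of replicate wells show activity change below -50%, luminescence cut by over half; inconclusive means some wells, but at most half, below -50%; inactive means no replicate well below -50%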;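 further: luciferase reports HSF-1 transcriptional activity via heat shock element; 0% = median of DMSO wells and -100% = zero luminescence signal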
# GSK3A inh: blockers of GSK3A enzyme activity – biochemical, luminescence, cell-free homogeneous, HTS, primary screen | Glycogen synthase kinase-3 alpha (Homo sapiens), P49840 | GSK-3 alpha kinase, ADP-Glo luminescence, 60 min | inhibition, % at 10 µM | 320,000 tested, 0.1% active | AID 2650, 2010;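 in the data active means inhibition above about 50%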;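 further: GST-tagged GSK-3 alpha with peptide substrate and 25 µM ATP; 0% = DMSO neutral wells and 100% = GW8510 positive control wells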
# Target sequence (P49840 whole entry, looked up): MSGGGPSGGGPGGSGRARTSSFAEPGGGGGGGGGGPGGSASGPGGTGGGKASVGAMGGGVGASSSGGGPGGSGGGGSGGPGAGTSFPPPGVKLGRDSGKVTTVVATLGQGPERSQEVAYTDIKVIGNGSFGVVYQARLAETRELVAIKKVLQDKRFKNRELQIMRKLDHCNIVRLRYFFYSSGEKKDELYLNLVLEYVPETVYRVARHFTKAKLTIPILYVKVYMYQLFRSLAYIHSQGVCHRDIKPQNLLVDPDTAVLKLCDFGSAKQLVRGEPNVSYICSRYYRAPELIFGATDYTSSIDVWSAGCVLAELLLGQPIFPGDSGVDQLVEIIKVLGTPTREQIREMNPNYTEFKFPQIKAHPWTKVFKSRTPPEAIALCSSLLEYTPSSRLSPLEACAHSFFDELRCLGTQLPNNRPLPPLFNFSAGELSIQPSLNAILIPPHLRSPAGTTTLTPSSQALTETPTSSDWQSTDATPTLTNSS
# HSF-1 act: HSF-1 activators, primary screen, NIH3T3-HGL cells, MG132 stress, luminescence, single point; NIH3T3-HGL HSF-1 luciferase reporter, 8 h; 100% = twice DMSO control signal; activation, % at 9 µM; 300,000 tested, 1.7% active; AID 504408, 2011;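 active means mean replicate activation of at least 50% with a set share of replicates each reaching 50%; inconclusive means only one of those two conditions met; inactive means mean below 50% and too few replicates reaching it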;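 further: 0% = median of the neutral control wells and 100% = twice that signal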
# GSK3beta inhib: human GSK3beta kinase inhibitors, primary screen, biochemical, cell-free homogeneous, HTS; Glycogen synthase kinase-3 beta (Homo sapiens), P49841; GST-GSK3beta kinase, ADP-Glo luminescence, 60 min; active compounds read low; activity score (negative = inhibition), % at 10 µM; 300,000 tested, 0.038% active; AID 2097, 2009;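 active means more than half of replicate wells score below -50%, meaning over 50% inhibition versus plate controls; inconclusive means some replicates but at most half score below -50%; inactive means no replicate scores below -50%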;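 further: 0% = median DMSO wells and -100% = median GW8510 positive control wells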
# Target sequence (P49841 whole entry, looked up): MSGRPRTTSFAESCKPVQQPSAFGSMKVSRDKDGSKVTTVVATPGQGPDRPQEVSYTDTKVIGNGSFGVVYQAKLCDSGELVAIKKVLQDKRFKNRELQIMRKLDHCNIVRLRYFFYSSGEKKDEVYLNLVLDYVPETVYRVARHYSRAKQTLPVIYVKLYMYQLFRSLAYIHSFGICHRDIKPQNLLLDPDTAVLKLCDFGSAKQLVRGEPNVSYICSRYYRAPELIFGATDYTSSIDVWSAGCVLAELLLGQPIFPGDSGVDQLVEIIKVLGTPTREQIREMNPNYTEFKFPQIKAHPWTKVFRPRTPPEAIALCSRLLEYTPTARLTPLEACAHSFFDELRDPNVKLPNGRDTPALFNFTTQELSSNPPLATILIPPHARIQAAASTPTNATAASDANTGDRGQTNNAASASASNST
#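 test system = GST-tagged human GSK3beta kinase, cell-free | reagent = 25 µM ATP with peptide substrate | dosing = one dose of 10 µM per compound | schedule = 60 min reaction, RT | detection = luminescent ADP-Glo measurement of ADP formed | control set = DMSO neutral wells and GW8510 at 20 µM as positive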
# HSP90 refold inh: HSP90 inhibitors, primary screen, cell lysate, luminescence | Heat shock protein HSP 90 (rabbit reticulocyte lysate; luciferase refolding) | Rabbit reticulocyte lysate, luciferase refolding luminescence, 3 h | inhibition, % at 5.6 µM | 290,000 tested, 0.91% active | AID 1789, 2009;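 active means inhibition above the screen-wide mean plus 3 SD, computed separately per campaign, cut at about 16% in these data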;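 further: 0% = DMSO wells and 100% = 60 µM geldanamycin wells; inhibitors lower the luminescence because luciferase stays unfolded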
# PolyA inh: polyadenylation inhibitors in yeast reporter cells, primary screen, luminescence, S. cerevisiae; S. cerevisiae SKY197-pL101 polyadenylation reporter, beta-gal luminescence; efflux-impaired pdr1/pdr3 knockout yeast; score 100 = 6 SD above DMSO; calls only at 12 µM; 300,000 tested, 0.02% active; AID 1875, 2009;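 active means lowest replicate activity score at least 50, where 100 means six control SD above control mean; inconclusive means lowest score under 50 but half or more replicates reach 50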;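 further: yeast exposed to compound for 9 h at 30 °C; higher score means more reporter readthrough which indicates perturbed polyadenylation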
# AI-2 QS modul: Vibrio harveyi AI-2 quorum sensing modulators, primary screen, JMH597 strain, luminescence/OD600 ratio; Vibrio harveyi JMH597 AI-2 luminescence/OD600 ratio, 9 h; active compounds read low; strain lacks LuxN and CqsS sensors; 0 = neutral-control median; activity change, % at 7.5 µM; 300,000 tested, 0.4% active; in the data active means activity change below about -75%, passing the limit was not always enough; inconclusive means no clear call, values can overlap the other calls;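 further: luminescence divided by OD600 gain over 9 h not by final OD600 alone; inactives centre near 13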
# KLF5 inh: KLF5 expression inhibitors, primary screen, DLD-1 cells, luminescence | DLD-1 KLF5 promoter-luciferase reporter | inhibition, % at 5 µM | 290,000 tested, 0.23% active | AID 1700, 2009;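 active means inhibition above a per-plate limit of that plate's mean compound inhibition plus 3 SD, cut at about 60% in these data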;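 further: 0% = DMSO wells and 100% = LY294002 at 200 µM; higher means less KLF5 promoter-driven luciferase light; inactives centre near -14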
# Starred values were filed as active, the others as inactive; i = inactive; ? = inconclusive; . = not tested or not shown. Not all compounds are listed; count on the stated rates, not on these rows.
SMILES,aSyn 5UTR inh,IEC-6 tox,HSF1 inh,GSK3A inh,HSF-1 act,GSK3beta inhib,HSP90 refold inh,PolyA inh,AI-2 QS modul,KLF5 inh
O=C(NCc1ccccc1)c1ccc(S(=O)(=O)N2CCCC2)cc1,29,4,-6,0,-16,.,-6,i,.,2
CCOCc1nnc(NC(=O)CSCc2ccccc2)s1,26,-5,1,0,4,0,0,i,9,5
Cc1occc1C(=O)Nc1cc(C(F)(F)F)ccc1Cl,5,3,-65*,6,-71,0,-3,i,3,-23
CC(C)c1onc(C(=O)NC(C)c2ccccc2)c1[N+](=O)[O-] (stereo unspecified),10,0,-1,0,-2,2,0,i,13,-40
O=C1N/C(=N/N=C/c2ccccc2)SC1(c1ccccc1)c1ccccc1,15,-7,-3,2,1,3,-6,i,14,-1
O=[N+]([O-])c1ccccc1N/N=C1\CC2CC=CC12 (stereo unspecified),-34,2,-18,-1,-22,-2,1,i,3,-5
COc1ccc(-c2cc(=O)[nH][nH]2)cc1,-11,-7,20,1,?,-6,34*,i,3,4
CCOC(=O)CSc1nc(-c2ccccc2)nc2c1oc1ccccc12,30,-2,-5,.,5,-1,-1,i,14,-10
O=C(O)CCc1ccc(-c2ccc(Cl)cc2)n1CCC(=O)O,-6,-6,-2,-7,4,6,-5,i,17,2
O=C(NCc1cccnc1)C1CCCN(S(=O)(=O)c2cccc3nsnc23)C1 (stereo unspecified),2,-6,0,3,-3,-6,1,i,6,-14
O=C(Cc1cccs1)N(Cc1cccs1)C1(C(=O)NC2CCCC2)CCCCC1,-3,-1,8,0,36,-1,2,i,17,10
CC(C)c1nnc2c(N(C)S(=O)(=O)c3ccccc3)nc3ccccc3n12,16,4,-3,-3,-17,-1,-4,i,5,-9
COc1ccc(C(=O)ON=C2c3ccccc3-c3ccccc32)cc1OC,-38,1,-10,0,4,1,5,i,9,-13
COC(=O)c1ccccc1Sc1c(/C=N/OCc2ccc(Cl)cc2)c(C(F)(F)F)nn1C,28,-4,-1,3,6,2,4,i,19,9
CCC(C)NC(=O)CSc1nc2ccc(N3CCOCC3)cc2c(=O)n1CCc1ccccc1 (stereo unspecified),-3,-1,-3,3,6,1,4,i,8,-9
Clc1ccc(C2=Nn3c(nnc3-c3n[nH]c4c3CCC4)SC2)cc1Cl,51,7,21,4,42,2,-1,i,16,-16
Cc1cc(/C=C(\C#N)C(=O)OCC(=O)NC(=O)NC(C)(C)C)c(C)n1CCC(C)C,-61,-3,4,-2,12,-1,-2,i,20,-28
Cc1ccc(-c2cc(-c3ccccc3Cl)c(C#N)c(N)n2)o1,18,-4,15,-1,39,1,2,i,25,-22
CCOc1ccc(/C=N/NC(=S)NC2CC3CC2C2C=CCC32)cc1 (stereo unspecified),-2,4,2,-1,26,4,4,i,11,-27
CCOC(=O)C(C(=O)OCC)C(C)C#CCN1CCCCC1 (stereo unspecified),16,4,-4,-6,7,3,2,i,7,-23
CCOc1ncccc1C(=O)N=c1sccn1C,28,-3,4,-2,-13,-1,-3,i,26,-15
O=C(CCC(=O)N/N=C/c1cc(Cl)cc(Cl)c1O)NCc1ccccc1,17,-2,1,-1,6,8,-2,i,14,-4
CN(C)CCCNC(=O)c1ccc2[nH]c3ccccc3c2c1,-7,-1,-11,2,4,-2,2,i,9,5
Cc1cc(Cl)ccc1OCc1n[nH]c(=S)n1C1CCCCC1,7,-3,1,-3,-6,-3,0,i,50,12
Cc1ccccc1C(=O)c1ccc2c(c1)n(C)c(=O)n2C,6,5,-7,-3,-7,3,0,i,-6,-40
Cc1cccc(N2C(=O)/C(=C\c3ccc(OC(F)F)cc3)c3ccccc3C2=O)c1,-17,-2,-6,3,11,1,-1,i,25,1
Cc1cc(OCCCC(=O)NNC(=O)c2ccncc2)ccc1Cl,2,-3,6,-1,3,3,-5,i,21,-33
CCSCC1COC(c2cccn2Cc2ccc(C)cc2)=N1 (stereo unspecified),22,-6,12,0,1,0,-1,i,6,-12
O=S(=O)(NCc1cccs1)c1ccccc1Cl,0,.,-3,0,-10,-2,.,i,9,.
COc1ccc(-n2c(=O)c3ccccc3n(Cc3cccc(C)c3)c2=O)cc1OC,14,-3,1,-3,-4,4,-2,i,5,-9
CCOC(=O)c1cnn(CCOC(=O)c2cccc(F)c2)c1NC(=O)c1cccc(F)c1,9,1,2,-1,-11,-3,3,i,13,4
CCOc1ccccc1Nc1nc2ccccc2[nH]1,-48,-3,-4,-4,13,1,-1,i,6,-33
COC(=O)CCN(C(=O)c1ccc(Cl)c([N+](=O)[O-])c1)c1ccccn1,-39,-4,-4,-4,-7,1,2,i,13,1
O=C(c1ccc(Cl)nc1)N1CCC(Cc2ccccc2)CC1,2,-6,-4,0,-5,-2,5,i,13,-51
O=C(CCc1nnc(COc2ccccc2)o1)NCCc1cccs1,1,-8,-4,-7,-23,0,-2,i,15,-47
O=C(COc1ccc(F)cc1F)Nc1cccnc1,-35,8,3,0,17,-3,0,i,-2,-15
Cc1cccc(NC(=O)CSc2nnnn2C2CCCC2)c1,9,-1,-4,.,11,5,0,i,-9,12
O=C1CC2(CCCC2)Oc2ccccc21,-6,.,-4,-1,13,1,.,i,10,.
CC(OC(=O)CCCc1nc2ccccc2s1)C(=O)NC(N)=O (stereo unspecified),10,11,-4,3,-12,0,-1,i,9,-13
COc1ccc(CNC(=O)CSc2nc3c(oc4ccccc43)c(=O)n2CC2CCCO2)cc1 (stereo unspecified),18,.,-10,-1,1,-3,.,i,17,.
CC1=C(C(=O)Nc2ccccc2)C(c2cccs2)NC(=O)N1 (stereo unspecified),19,5,1,0,15,-1,1,i,8,-30
COc1ccc(S(=O)(=O)N2CCNCC2)cc1OC,15,-8,-7,-8,0,2,-3,i,7,-15
CCn1c(C)nc2cc(C(=O)N/N=C/c3ccccc3C)ccc21,-142,-9,10,-3,30,-2,-4,i,24,-130
CCOc1cc(C(=O)OCC(=O)c2c(C)[nH]c3ccccc23)ccc1OCC(=O)N1CCOCC1,30,-1,7,1,8,1,1,i,33,4
Cc1ccc(CSc2ncnc3c2cnn3-c2ccccc2)cc1,-137,-2,-4,-1,10,4,-5,i,0,-22
CCN1C(=O)[C@@H]2[C@H](C1=O)[C@@H]1C(=O)Nc3ccccc3C(=O)N1[C@@H]2c1ccccc1,-13,.,-35,.,-50,-1,.,i,12,.
CC(=O)c1ccccc1Oc1ncnc(N)c1[N+](=O)[O-],-5,0,-5,4,26,-3,-3,i,8,-11
CN(C)S(=O)(=O)N1CCN(c2ccnc3cc(Cl)ccc23)CC1,5,1,-5,8,2,0,-2,i,7,-24
CC(SCC(=O)NC12CC3CC(CC(C3)C1)C2)C(=O)O (stereo unspecified),10,6,-8,-3,3,-2,-1,i,14,-17
O=C(c1ccc(Cl)nc1)c1cccs1,7,0,-4,0,.,3,2,i,22,-28
COC(=O)c1[nH]c2ccccc2c1NC(=O)CCN1CCSCC1,12,4,-3,1,6,-5,4,i,8,18
CC(=N/O)/C(C)=N\NC(=O)c1ccccn1,54,1,-66*,5,-73,-5,3,i,35,-96
c1ccc(N2CCOCCOCCOCCOCC2)cc1,-5,3,-10,-1,1,-3,-1,i,10,10
COC(=O)[C@H](CCSC)NC(=O)NCCc1ccccc1F,-12,-2,0,-1,20,-2,7,i,5,-26
Nc1nnnn1CC(=O)N/N=C/C=C/c1ccccc1,-34,-2,3,-1,5,6,-6,i,25,-27
CCc1[nH]nc(C(=O)NC2CCCc3c2cnn3-c2cc(C)cc(C)c2)c1C (stereo unspecified),11,0,-24,0,-17,-1,3,i,37,-12
O=C(NN=C1C2CC3CC(C2)CC1C3)c1cccc(S(=O)(=O)N2CCOCC2)c1,22,15,-5,2,-9,0,-2,i,10,-21
COc1ccc2nc(C(C)O)[nH]c2c1 (stereo unspecified),10,-5,-7,-3,6,1,-2,i,4,-7
Cn1c(=O)c2c(ncn2CC(=O)N2CCc3ccccc3C2)n(C)c1=O,-5,4,-1,0,-5,0,1,i,24,-20
Cc1ccc(NC(=O)COC(=O)/C=C/c2c(C)nn(-c3ccc(F)cc3)c2Cl)cc1F,-5,-9,10,-1,0,4,-1,i,20,-6
# Later entries
SMILES,aSyn 5UTR inh,IEC-6 tox,HSF1 inh,GSK3A inh,HSF-1 act,GSK3beta inhib,HSP90 refold inh,PolyA inh,AI-2 QS modul,KLF5 inh
O=C(CSc1ccc(Cl)cc1)NCc1ccncc1,1,4,-1,-1,-6,-5,-1,i,7,-35
Cc1c(C)c2ccc(OCC(=O)N3CC[C@@]4(O)CCCC[C@H]4C3)c(C)c2oc1=O,8,-1,1,1,5,0,-4,i,34,-5
COC(=O)Nc1ccc(S(=O)(=O)N2CCCC(C(=O)NC3CCCCC3)C2)cc1 (stereo unspecified),0,1,-5,0,4,1,2,i,16,-33
O=C(c1cc2nc(-c3ccco3)cc(C(F)(F)F)n2n1)N1CCc2ccccc2C1,1,-9,4,.,4,8,0,i,8,-16
CCOC(=O)c1ccc(NC(=O)CC2SC(=NC)N(C)C2=O)cc1 (stereo unspecified),19,-8,-3,0,9,-2,2,i,12,-9
O=C(CSc1nc(Cc2ccccc2)nc2ccccc12)c1ccc2c(c1)OCCO2,-13,-1,9,0,19,0,1,i,33,-7
CC(C)CC(=O)Nc1ccc(S(=O)(=O)NCc2ccco2)cc1,-10,1,-3,-1,-7,-3,-1,i,16,20
O=C(Nc1nccs1)c1c(O)c2c([nH]c1=O)CCCC2,-209,-5,.,1,.,-1,2,i,15,-7
COc1ccc(-c2nc(SC(CC(=O)NCCN3CCOCC3)c3cccs3)n[nH]2)cc1 (stereo unspecified),-7,-7,-2,2,11,-1,-1,i,24,-14
Cc1cc(S(=O)(=O)N2CCCC(C(=O)Nc3ccc(C(=O)O)cc3)C2)ccc1Cl (stereo unspecified),-4,-8,-4,5,-8,1,1,i,28,-13
